M1 ag: human M1 muscarinic receptor agonists, primary screen, Fluo-8 calcium fluorescence, CHO-K1 cells, HTS | Muscarinic acetylcholine receptor M1 (Homo sapiens), P11229 | CHO-K1 hM1, agonist mode; 0% DMSO, 100% acetylcholine EC100 | activation, % at 3 µM | 360,000 compounds, 0.33% hits | AID 588814, 2011;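 active means activation above the run's mean compound activation plus 3 SD, cut at about 16% in these data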;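 further: peak over basal fluorescence ratio within a 140 s kinetic read after compound addition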
Target sequence (P11229 whole entry, looked up): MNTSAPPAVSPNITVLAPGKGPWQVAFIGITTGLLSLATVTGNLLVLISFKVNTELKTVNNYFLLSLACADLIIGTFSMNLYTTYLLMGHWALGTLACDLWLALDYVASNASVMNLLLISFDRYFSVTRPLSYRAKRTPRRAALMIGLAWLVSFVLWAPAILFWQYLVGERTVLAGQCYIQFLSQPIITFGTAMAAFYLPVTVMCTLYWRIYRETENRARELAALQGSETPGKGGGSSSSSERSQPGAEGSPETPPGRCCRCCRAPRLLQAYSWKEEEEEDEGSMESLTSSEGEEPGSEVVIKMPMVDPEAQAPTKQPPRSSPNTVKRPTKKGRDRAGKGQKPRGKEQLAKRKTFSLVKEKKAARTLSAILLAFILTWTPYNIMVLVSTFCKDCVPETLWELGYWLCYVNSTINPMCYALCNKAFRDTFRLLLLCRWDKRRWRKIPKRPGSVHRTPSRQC
CHRM4 antagonist: human M4 muscarinic receptor antagonists, primary screen, CHO cells, Fluo-8 calcium fluorescence; Muscarinic acetylcholine receptor M4 (Homo sapiens), P08173; 360,000 compounds, 0.73% hits; CHO-hM4 cells, ACh EC80; inhibition, % at 3 µM; AID 624125, 2012;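 active means inhibition above its plate's cutoff, the mean inhibition of sample wells plus 3 SD, cut at about 27% in these data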;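 further: 0% = acetylcholine EC80 with DMSO and 100% = DMSO without agonist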
CHO parental Ca: ATP-evoked calcium signal inhibitors, parental CHO, primary screen, counter-screen for OX1R antagonist project, cell-based, fluorescence, Fluo-8 calcium dye; parental CHO-K1, ATP-induced calcium, Fluo-8 fluorescence; inhibition, % at 5.6 µM; 330,000 compounds, 0.63% hits; AID 463079, 2010;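 active means inhibition above that plate's mean sample inhibition plus 3 SD, cut at about 26% in these data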;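 further: 0% = ATP-challenged DMSO wells and 100% = DMSO wells without ATP; some compounds past the cut are filed as inactive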
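Assay system: untransfected parental CHO cell line. Also added: ATP agonist challenge. Dosing: one dose, 5.6 µM nominal. Measured by: Fluo-8 fluorescence. Read-out: % inhibition. Benchmarks: ATP wells versus no-ATP DMSO wells. Repeats: no replicates.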
M1 antag: human M1 muscarinic receptor antagonists, primary screen, CHO-K1 cells, Fluo-8 calcium fluorescence, 1536-well; Muscarinic acetylcholine receptor M1 (Homo sapiens), P11229; CHO-K1 hM1, ACh EC80 antagonist; inhibition, % at 3 µM; 360,000 compounds, 1.3% hits;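 active means percent inhibition above its own plate's cutoff, namely the mean of that plate's compound wells plus 3 SD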;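 further: peak over basal fluorescence ratio during 140 s after agonist addition; 0% = ACh EC80 plus DMSO and 100% = DMSO alone without agonist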
CHRM4 agonist: human M4 muscarinic receptor agonists, primary screen, CHO-K1 cells, Fluo-8 calcium fluorescence. Muscarinic acetylcholine receptor M4 (Homo sapiens), P08173. CHO-K1 hM4/Gqi5; vehicle 0%, full acetylcholine response 100%. activation, % at 3 µM. 360,000 compounds, 0.14% hits;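 active means activation above the run mean over all test wells plus 3 SD, cut at about 32% in these data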;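 further: peak over basal fluorescence ratio per well then scaled between controls; 0% = DMSO wells and 100% = acetylcholine at EC100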
OXTR potentiator: human OXTR potentiators, primary screen, fluorescence, CHO-OTR cells, Fluo-8 calcium; 320,000 compounds, 0.061% hits; Fluo-8 calcium fluorescence, potentiator mode; 0% = oxytocin EC15, 100% = EC100; activation, % at 3 µM; AID 2445, 2010;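 active means activation above that plate's cutoff, the mean activation of tested compounds plus 3 SD, cut at about 6.6% in these data, passing the limit was not always enough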;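 further: 100% uses oxytocin at 75 nM as the full agonist control; some results filed as inactive read as strong as hits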
Target sequence (P30559 whole entry, looked up): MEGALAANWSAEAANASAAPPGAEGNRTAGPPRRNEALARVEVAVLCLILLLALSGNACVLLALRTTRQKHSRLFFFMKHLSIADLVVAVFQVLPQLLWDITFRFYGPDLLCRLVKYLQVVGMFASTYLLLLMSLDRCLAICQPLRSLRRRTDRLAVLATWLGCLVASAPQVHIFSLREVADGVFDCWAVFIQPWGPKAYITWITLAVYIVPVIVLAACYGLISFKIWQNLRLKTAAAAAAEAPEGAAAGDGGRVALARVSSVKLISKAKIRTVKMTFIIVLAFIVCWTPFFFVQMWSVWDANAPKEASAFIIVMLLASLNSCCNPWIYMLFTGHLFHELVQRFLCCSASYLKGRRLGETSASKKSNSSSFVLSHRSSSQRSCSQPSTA
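Assay system: CHO cell line stably expressing human OTR | Also added: Oxytocin at about EC15, sub-maximal agonist stimulus | Times: Compound 6 min at room temperature before oxytocin, 100 s read | Measured by: Fluo-8 intracellular calcium fluorescence, ex 470-495, em 515-575 nm | Controls: EC15 oxytocin alone as 0%, 75 nM oxytocin as 100%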
CHRM1 PAM: human M1 muscarinic receptor positive allosteric modulators, primary screen, CHO-K1 cells, Fluo-8 calcium fluorescence, 1536-well; 360,000 compounds, 0.088% hits; AID 588819, 2011; CHO-K1 hM1, ACh EC20; 0% = ACh EC20, 100% = maximal ACh; activation, % at 3 µM; in the data active means activation above about 19%, passing the limit was not always enough
CHO-K1 Ca antag: counter-screen for M1 antagonists: effect in parental CHO-K1 cells; ATP-induced calcium, Fluo-8 fluorescence; inhibition, % at 3 µM; 360,000 compounds, 0.6% hits;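 active means inhibition above a per-plate cutoff, the plate's mean sample inhibition plus 3 SD, cut at about 24% in these data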;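 further: 0% = DMSO plus EC80 ATP and 100% = DMSO alone without ATP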
M1 ag parental: counter-screen for M1 agonists: effect in parental CHO-K1 cells. activation, % at 3 µM. Fluo-8 calcium fluorescence; scaled to maximal ATP response, vehicle zero. 360,000 compounds, 0.48% hits; in the data active means activation above about 15%;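 further: untransfected CHO-K1 host cells lacking M1 receptor as counterscreen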
* marks the source's active call; other numbers are inactive results; . = no result given.

SMILES | M1 ag | CHRM4 antagonist | CHO parental Ca | M1 antag | CHRM4 agonist | OXTR potentiator | CHRM1 PAM | CHO-K1 Ca antag | M1 ag parental
N#CCCN1CCN(C2=NC(=O)/C(=C\c3cccs3)S2)CC1 | -6 | -4 | 11 | -3 | 1 | -1 | 11 | 3 | -0.5
CCC(NC(=O)C1CCC1)c1ccccc1 (stereo not given) | -4 | 2 | -6 | -8 | 0 | -11 | 10 | -6 | 0.4
CC(C)(C)c1ccc(C(=O)Cn2nc(C(=O)O)c3ccccc3c2=O)cc1 | -4 | -9 | -6 | -2 | 0 | -4 | 2 | -9 | -0.1
CCOC(=O)c1sc(NC(=O)CSc2nc(C)cc(-c3ccccc3)n2)c(C#N)c1C | -3 | 3 | -2 | -5 | 2 | -5 | 5 | -12 | 0.4
Cc1ccc(O)c(C(=O)c2cnn(C(=O)c3cccc(S(=O)(=O)N(C)C)c3)c2)c1 | -3 | -3 | . | -11 | 1 | . | 8 | 7 | 0.7
O=S(=O)(NC1C2CC3CC(C2)CC1C3)c1ccccc1 (stereo not given) | -6 | -5 | -15 | -4 | 2 | -8 | 4 | -8 | -0.5
CCCNC(=O)C(Cc1ccc(F)cc1)NC(=O)c1ccccc1 (stereo not given) | -1 | -5 | -20 | 5 | 2 | -1 | -2 | -14 | 0.2
Cc1cccnc1NC(=O)c1c(O)c2ccccc2n(C)c1=O | -2 | -7 | 0 | -5 | 0 | -14 | 4 | -15 | -0.1
Cc1ccc(C(=O)Nc2nnc(S(=O)(=O)N3CCOCC3)s2)cc1 | 1 | -11 | 3 | 4 | 22 | -6 | -2 | 5 | 4.1
Nc1nc(CN2CCN(Cc3ccc4c(c3)OCO4)CC2)nc(Nc2ccccc2)n1 | -5 | 7 | -12 | -1 | 1 | -3 | 6 | -3 | 0.1
CCCN1C(=O)/C(=N\OCC(=O)NC23CC4CC(CC(C4)C2)C3)c2ccccc21 | -8 | -1 | -22 | -7 | 1 | -2 | 1 | -6 | 0.5
CC1(C)C(=O)OC(c2c3ccccc3cc3ccccc23)C(C)(C)C1=O (stereo not given) | -2 | -2 | -32 | -1 | 2 | -2 | 1 | -6 | 0.3
Cc1cc(C)nc(Nc2n[nH]c(C)n2)n1 | -9 | 0 | -7 | 0 | 2 | -19 | 9 | -15 | 0.4
Cc1nc2c3ccccc3nc(NNC(=O)CCC(=O)N3CCC(C)CC3)n2n1 | -4 | -4 | -18 | -4 | 1 | -10 | 3 | -14 | 0.8
S=C(Nc1cccc2ccccc12)N1CCN(c2ncccn2)CC1 | -3 | 5 | -17 | -4 | 2 | -10 | 4 | -8 | 0.6
Cc1ccc(S(=O)(=O)N(CC(=O)NCC2CCCO2)c2cccc([N+](=O)[O-])c2)cc1 (stereo not given) | 0 | -6 | -20 | -7 | 1 | -6 | 5 | -16 | 0.2
Cc1ccc(-c2nc(CN3CCCCC3CCN3CCCC3=O)c(C)o2)o1 (stereo not given) | -12 | 0 | -27 | -11 | 1 | 5 | 8 | 5 | 0.8
Cc1cc(=O)oc2c1c(C)nn2-c1cccc(Cl)c1 | -3 | -7 | -15 | 3 | 1 | -19 | 5 | 5 | -0.3
S=C(Nc1ccc2nsnc2c1)N1CCCCCC1 | -8 | 12 | -24 | 3 | 2 | -28 | 6 | 11 | 0.4
COc1c(Cl)cc(-c2noc(C)c2C(=O)NCCc2ccc(C)cc2)cc1Cl | -8 | -6 | -24 | -4 | 0 | 0 | -4 | -3 | -0.2
Cn1c(=O)c2ncn(CC(=O)NCCOc3ccccc3)c2n(C)c1=O | -2 | 13 | -7 | 1 | 1 | 0 | 4 | 6 | 0.0
Cc1ccoc1C(=O)N1CCCC(CCC(=O)N2CCN(c3ccccn3)CC2)C1 (stereo not given) | -15 | -25 | -14 | -2 | 4 | -6 | 1 | -11 | 1.4
COc1cc(CCC(=O)N2CCN(c3ccccc3Cl)CC2)cc(OC)c1OC | -4 | -1 | . | -1 | 1 | . | 3 | -14 | 3.3
CSc1nc2c(c(-c3ccc(O)cc3)c1C#N)CCC2 | -5 | -18 | 48* | -7 | -1 | -11 | 3 | -10 | 0.1
O=C(/C=C/c1ccc(Cl)cc1)N(Cc1ccccc1)C1CCS(=O)(=O)C1 (stereo not given) | -8 | -8 | -15 | 1 | 1 | -1 | 7 | -5 | 1.1
COCCCNC(=S)N/N=C/c1ccc2c(c1)OCO2 | -3 | -6 | -21 | -5 | 0 | -4 | 2 | -1 | 0.4
COc1ccc(C(=O)NCC(=O)OCC(=O)NCc2cccs2)cc1 | -4 | -3 | -1 | -2 | 1 | -1 | 1 | -4 | -0.3
O=S(=O)(c1ccc(NCC2CCCCC2)nc1)N1CCOCC1 | -5 | -4 | -5 | 6 | 1 | -13 | -8 | -7 | -0.1
Cc1ccc(O)c(C(CC(=O)N2CCCC2)c2ccccc2)c1 (stereo not given) | -13 | 0 | -18 | 3 | 0 | -1 | -14 | -7 | 2.8
COc1ccccc1C(=O)Oc1ccccc1C(=O)Nc1ccccc1 | -7 | 7 | -18 | -5 | 2 | -1 | 13 | -11 | 2.3
Fc1cc2nccnc2cc1N1CCSCC1 | -3 | -13 | -10 | -7 | 1 | -4 | 7 | -24 | 3.7
CCn1c(SCC(=O)NNC(=O)c2ccco2)nnc1-c1ccco1 | -2 | -16 | -8 | -14 | 0 | -9 | 11 | -7 | 0.8
COc1ccc(-c2cc(=O)n(-c3nc4ccccc4[nH]3)[nH]2)cc1 | -2 | -4 | -13 | -12 | 1 | 0 | 3 | -13 | 0.1
CCOC(=O)C1=C(CN2CCOCC2)NC(=O)NC1c1cccc([N+](=O)[O-])c1 (stereo not given) | -3 | -2 | -13 | -4 | 1 | -1 | 2 | -10 | 0.2
O=C(NCCN1C(=O)S/C(=C\c2ccccc2F)C1=O)C1=COCCO1 | 0 | -3 | -19 | 5 | 21 | -6 | -6 | -10 | 15
Cc1[nH]nc2c1C(C(C)c1ccccc1)C(C#N)=C(N)O2 (stereo not given) | -1 | -8 | 1 | 3 | 5 | -13 | 0 | 7 | 0.9
COc1ccccc1OCCC(=O)OCC(=O)Nc1cc(S(=O)(=O)N(C)C)ccc1Cl | -7 | -4 | -30 | -8 | 3 | -9 | 9 | -1 | 12
O=C(Nc1cccc(F)c1)c1ccc2c(c1)OCO2 | -3 | 3 | 5 | -22 | 2 | 4 | 8 | -7 | 1.1
Cc1cc(S(=O)(=O)Nc2ccc(C(=O)NCCN3CCOCC3)cc2)ccc1F | -6 | -16 | . | -3 | 0 | . | 7 | 1 | 0.1
CSc1cccc(NC(=O)Cc2ccccc2[N+](=O)[O-])c1 | -8 | -10 | 5 | 0 | 2 | 3 | 0 | 6 | 0.7
O=C(NC(=S)Nc1ccc(S(=O)(=O)Nc2nccs2)cc1)c1ccc(Br)o1 | -4 | -10 | 5 | -10 | 6 | -13 | 6 | -3 | 2.0
C/C(=N/NS(=O)(=O)c1ccc(F)cc1)c1ccncc1 | -3 | 3 | -5 | 1 | 1 | 4 | 1 | 2 | 0.2
C[C@]12c3[nH]c4cc(-c5ccco5)ccc4c3CCN1C(=O)[C@@H](CC(=O)NCCCn1ccnc1)C[C@@H]2C(=O)N1CCOCC1 | -9 | 5 | -12 | -7 | 0 | . | 8 | -1 | -0.5
COc1cccc(/C=C2\SC(=S)N(CCCC(=O)N3CCOCC3)C2=O)c1 | -2 | -2 | . | -8 | 2 | . | 4 | -15 | 0.5
COCCNC(=O)c1ccccc1NS(=O)(=O)c1ccc(Br)s1 | -4 | 1 | -10 | -3 | 3 | -1 | 1 | -4 | 1.9
Cc1ccc(Cn2c(C)nc3c(c2=O)c2nc4ccccc4nc2n3Cc2ccco2)cc1 | -7 | 6 | -17 | -19 | 0 | -22 | 2 | 12 | 0.9
CCOC(=O)CC1COCCN1Cc1cn(C)nc1-c1ccccc1F (stereo not given) | -1 | -9 | 0 | -13 | 1 | -3 | 14 | 2 | 0.1
CCC(C)C(NC(=O)OCc1ccccc1)C(=O)NCC(c1ccccc1)N(C)C (stereo not given) | -12 | -8 | -19 | -3 | 0 | 0 | 3 | 6 | -0.4
COc1cccc(-n2nnc3c(=O)n(CC(=O)Nc4ccccc4C)cnc32)c1 | -1 | -7 | -7 | -8 | 1 | -1 | 6 | 8 | -0.1
Cc1ccccc1NS(=O)(=O)c1nnc(NC(=O)c2ccc(Br)cc2)s1 | -1 | 10 | -4 | 6 | 1 | -13 | -3 | -14 | 1.0
CCN(CC)C(=O)[C@H]1C[C@H](CC(=O)NCC23CC4CC(CC(C4)C2)C3)C(=O)N2CCc3c([nH]c4cc(CCC(=O)N(C)C)ccc34)[C@]12C | -9 | 11 | -26 | -2 | 0 | . | 1 | -12 | 0.7
CC(C)Oc1ccc(C(=O)Nc2c3c(nn2C(C)(C)C)CS(=O)(=O)C3)cc1 | -4 | -3 | -2 | -6 | 1 | -7 | 4 | -12 | 1.2
CCCC(c1nnnn1Cc1ccco1)N1CCN(c2ccccc2)CC1 (stereo not given) | -4 | -4 | -16 | 1 | 0 | 0 | 11 | -8 | 0.9
CC1=NN(C(=O)c2ccc(Cn3nc(C)cc3C)o2)C(O)(C(F)(F)F)C1 (stereo not given) | -2 | -9 | -9 | -2 | 1 | -1 | 1 | -10 | 0.4
CCOc1ccc(S(=O)(=O)Nc2ccc(S(=O)(=O)Nc3cc(OC)ccc3OC)cc2)cc1 | 4 | 7 | 2 | -8 | 8 | -11 | 7 | -14 | 2.7
O=C(OCC(=O)c1ccc(Cl)s1)c1ccc2ccccc2n1 | -7 | -9 | -13 | 8 | 0 | -11 | -2 | 11 | 0.2
O=C(CN1CCN(C(c2ccccc2)c2ccccc2)CC1)NC(=O)NCc1ccco1 | -4 | 8 | -16 | 30* | -1 | -7 | -11 | 27* | -0.5

Shown as a hit in M1 antag (from the list above):
smiles | CHRM4 antagonist | M1 antag | CHRM4 agonist | OXTR potentiator | CHRM1 PAM
O=C(CN1CCN(C(c2ccccc2)c2ccccc2)CC1)NC(=O)NCc1ccco1 | 8 | 30* | -1 | -7 | -11

High-throughput results deposited in PubChem BioAssay by The Scripps Research Institute Molecular Screening Center.

This is a random part of the collection. Share with any hit: about 2.9%.
